Compound activity from PubChem BioAssay.
GPR7 antagonist: blocks human GPR7 receptor signaling | P48145 | GPR7-expressing cells, fluorescence antagonist assay | inhibition, % at 4.4 µM | actives 1.1% (n = 290,000) | AID 1861; in the data active = inhibition above about 16%, passing the limit was not always enough;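 note: cells stimulated with the agonist NPW; 0% = agonist with vehicle and 100% = vehicle without agonist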
GalR3 antag: blocks the human galanin receptor 3. HEK293 GalR3-CNG cAMP membrane potential fluorescence; galR3 body fused to GalR1 C-terminus. inhibition, % at 3 µM. actives 0.44% (n = 360,000);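 active = inhibition above the screen-wide average plus 3 SD, cut at about 13% in these data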;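 note: forskolin and galanin both at EC90 stimulate the cells; cAMP rise reported by CNG channel membrane potential dye signal; 0% = forskolin plus galanin with DMSO and 100% = forskolin alone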
FID counter: fluorescent intercalator displacement, NS3 helicase counter-screen | inhibition, % at 7.9 µM | actives 0.17% (n = 290,000) | DNA fluorescent intercalator displacement, fluorescence; in the data active = inhibition above about 37%;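 note: 0% = vehicle and 100% = reference compound; higher means more ethidium bromide displaced from hairpin DNA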
V1aR counter: activates human V1a receptor in oxytocin agonist counter-screen; CHO-V1R cells, Fluo-8 calcium fluorescence, agonist mode; 0% DMSO, 100% 3 nM vasopressin; activation, % at 3 µM; actives 0.25% (n = 320,000);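 active = activation above the mean activation of all tested compounds plus 3 SD, per screening run, cut at about 20% in these data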;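 note: signal is peak over basal fluorescence ratio across a 100 second FLIPR read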
Target sequence (P37288 whole entry, looked up): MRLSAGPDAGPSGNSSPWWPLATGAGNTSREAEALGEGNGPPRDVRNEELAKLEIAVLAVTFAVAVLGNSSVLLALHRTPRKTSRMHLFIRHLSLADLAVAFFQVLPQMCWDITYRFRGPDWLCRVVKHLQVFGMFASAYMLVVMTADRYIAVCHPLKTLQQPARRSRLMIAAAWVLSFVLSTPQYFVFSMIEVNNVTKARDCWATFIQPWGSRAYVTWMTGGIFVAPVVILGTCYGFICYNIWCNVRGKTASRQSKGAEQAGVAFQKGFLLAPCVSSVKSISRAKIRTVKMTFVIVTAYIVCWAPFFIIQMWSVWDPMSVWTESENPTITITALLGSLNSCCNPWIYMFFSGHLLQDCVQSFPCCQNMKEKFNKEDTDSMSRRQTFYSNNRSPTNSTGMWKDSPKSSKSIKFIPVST
IMP-1 inh: blocks Pseudomonas aeruginosa IMP-1 metallo-beta-lactamase; purified IMP-1, nitrocefin hydrolysis, epi-absorbance fluorescence; inhibition, % at 5.6 µM; actives 0.45% (n = 290,000);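 active = inhibition above the mean plus 3 SD of all compounds in the same screening run, cut at about 4.5% in these data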;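 note: 0% = IMP-1 with DMSO and 100% = DMSO wells lacking enzyme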
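assay system = purified recombinant IMP-1 metallo-beta-lactamase enzyme | schedule = 15 min preincubation plus 25 min reaction at 25 °C | signal = Epi-absorbance fluorescence, 480 nm excitation, 530 nm emission | read-out basis = percent inhibition from optical density relative to buffer-blank wells | controls = IMP-1 with DMSO as 0%, enzyme-free DMSO as 100%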
VIM-2 inh: inhibitors of Pseudomonas aeruginosa VIM-2 metallo-beta-lactamase; purified VIM-2, nitrocefin hydrolysis, epi-absorbance fluorescence; inhibition, % at 5.6 µM; actives 0.89% (n = 290,000);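 active = inhibition above the mean of all tested compounds plus 3 SD, cutoff set per screening run, cut at about 7.5% in these data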;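 note: red hydrolysis product quenches plate fluorescence so inhibitors raise well fluorescence; 0% = enzyme with DMSO and 100% = DMSO without enzyme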
PHOSPHO1 block: inhibitors of human PHOSPHO1 phosphatase. actives 1.1% (n = 290,000). AID 1565. inhibition, % at 13.3 µM. Q8TCT1. recombinant PHOSPHO1, absorbance phosphatase assay; in the data active = inhibition above about 60%
Target sequence (Q8TCT1 whole entry, looked up): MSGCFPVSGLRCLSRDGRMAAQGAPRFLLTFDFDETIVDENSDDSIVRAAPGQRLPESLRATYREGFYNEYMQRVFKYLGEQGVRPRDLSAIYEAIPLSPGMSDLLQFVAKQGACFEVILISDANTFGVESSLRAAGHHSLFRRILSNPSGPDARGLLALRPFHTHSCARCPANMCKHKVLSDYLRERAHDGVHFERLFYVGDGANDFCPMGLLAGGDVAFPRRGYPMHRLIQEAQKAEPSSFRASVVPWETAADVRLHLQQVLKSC
HCV NS3 hel inh: HCV NS3 helicase inhibition; NS3 helicase DNA unwinding, Cy5 molecular beacon fluorescence; inhibition, % at 10.9 µM; actives 0.56% (n = 290,000); AID 1800;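 active = inhibition above the mean of all tested compounds plus 3 SD, set per campaign, cut at about 35% in these data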;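 note: 0% = DMSO wells and 100% = thioflavine S control wells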
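Measured by: Cy5 fluorescence, 0 and 60 min reads / Assay system: NS3 helicase fragment of HCV / Control set: low DMSO, high thioflavine S at 110 µM / Times: 1 h reaction at 25 °C, ATP-initiated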
OXTR ag: agonists of human oxytocin receptor | CHO-OTR cells, Fluo-8 calcium fluorescence; normalized: DMSO 0%, oxytocin 100% | activation, % at 3 µM | P30559 | actives 0.32% (n = 320,000);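 active = activation above the mean of all tested compounds plus 3 SD, cutoff set per screening run, cut at about 20% in these data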;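 note: peak over basal fluorescence ratio from a 100 s FLIPR kinetic read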
Target sequence (P30559 whole entry, looked up): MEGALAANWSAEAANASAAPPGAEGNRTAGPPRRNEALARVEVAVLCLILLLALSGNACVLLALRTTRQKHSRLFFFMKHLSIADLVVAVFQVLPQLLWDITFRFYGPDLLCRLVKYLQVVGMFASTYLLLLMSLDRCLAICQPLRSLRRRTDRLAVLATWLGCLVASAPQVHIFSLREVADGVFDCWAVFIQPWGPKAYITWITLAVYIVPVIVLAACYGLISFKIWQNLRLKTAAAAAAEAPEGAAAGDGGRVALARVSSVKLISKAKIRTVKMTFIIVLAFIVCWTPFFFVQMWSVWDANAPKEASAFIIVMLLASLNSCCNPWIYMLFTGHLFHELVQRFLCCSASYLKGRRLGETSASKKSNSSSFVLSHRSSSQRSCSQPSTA
* hit, by the source's call; nt = not tested or not shown.

SMILES | GPR7 antagonist | GalR3 antag | FID counter | V1aR counter | IMP-1 inh | VIM-2 inh | PHOSPHO1 block | HCV NS3 hel inh | OXTR ag
COc1ccc(CN2C(=O)c3ccccc3C2C(=O)NC2CCCCCC2)c(OC)c1 (stereo unspecified) | 33* | -3 | -41 | nt | -2.7 | -3.0 | -25 | -2 | nt
CCOc1ccc(NC(=S)NCCN2CCN(Cc3ccccc3)CC2)cc1 | -6 | 0 | 6 | 1.9 | -1.8 | -1.2 | -13 | -10 | 1.7
CCCN(CC(=O)Nc1ccc(C(N)=O)cc1)CC(=O)Nc1ccc(Cl)cc1Cl | -9 | 2 | -6 | 0.6 | -3.9 | -3.4 | 6 | -1 | 2.4
Cc1nc(-c2nnc(-c3ccccc3)o2)c(C(F)(F)F)o1 | -12 | 7 | -2 | -1.4 | -2.4 | -3.6 | 25 | -5 | -0.9
O/N=C/c1cc(Br)ccc1OCc1cccc(F)c1 | -5 | -7 | -3 | -0.8 | -2.2 | -7.7 | 9 | -5 | -2.6
O=C(O)C12CC3CC(C1)CC(n1ncc(NCc4ccco4)c(Cl)c1=O)(C3)C2 | -16 | 3 | -14 | -0.5 | -3.5 | -1.9 | 16 | 21 | 0.1
Cc1c(CN(C)C(=O)c2sc3cc(Cl)ccc3c2Cl)cnn1C | -2 | -6 | -35 | 9.2 | -2.2 | 0.9 | 41 | -10 | 16
CCN(C)c1ccc(/C=N\n2nnnc2N)cc1 | 8 | -4 | 0 | -0.5 | -0.5 | -2.5 | 52 | 4 | -0.7
Cc1ccsc1-c1nc(CN2CCCC2c2ccc(F)cc2)c(C)o1 (stereo unspecified) | -11 | -8 | -1 | 4.0 | -4.8 | -1.9 | -13 | -12 | -1.7
NC(=O)N[C@@H](Cc1c[nH]c2ccccc12)C(=O)OCC(=O)N1CCCCC1 | -4 | 0 | -11 | 0.5 | -1.9 | -3.4 | -1 | 5 | -0.1
Nc1nc2ccc(S(=O)(=O)c3ccc4nc(N)sc4c3)cc2s1 | -4 | -3 | 7 | 0.5 | -4.4 | -0.9 | 21 | 1 | -0.1
CC1CC(C)(C)NC(=S)N1CCC(=O)N1CCc2ccccc2C1 (stereo unspecified) | -4 | -6 | -6 | -1.0 | -3.0 | -2.6 | 8 | 8 | -0.5
COc1ccc(S(=O)(=O)N(CC(=O)Nc2cc(C)on2)Cc2ccccc2)cc1 | -4 | -2 | -11 | 0.2 | -3.1 | -1.9 | 26 | 2 | -0.9
COC(=O)c1cccc(C(=O)Nc2ccc(F)cc2)n1 | -1 | -3 | 1 | 0.9 | -0.5 | -0.2 | 20 | -4 | 0.4
O=[N+]([O-])c1ccc(CN2CCCCCC2)s1 | 0 | 1 | 6 | -0.1 | -3.0 | -2.2 | -11 | -4 | -0.6
CCSc1ncnc2sc3c(c12)CCC3 | -1 | -4 | -2 | 0.2 | -2.0 | -2.5 | -7 | 3 | -0.1
CSCC[C@H](NC(=O)Nc1cccc(Br)c1)C(=O)O | -12 | 7 | -11 | 0.7 | -3.8 | -2.6 | 28 | -3 | 0.3
CC(C)N(CCC#N)C(=O)Nc1ccc2c(c1)CCO2 | -13 | -6 | -2 | -0.1 | -1.7 | -4.1 | 1 | 8 | -0.3
Cc1ccccc1CN1CCNC(=O)C1CC(=O)O (stereo unspecified) | -8 | 2 | -3 | 0.5 | -2.6 | -1.9 | -4 | -2 | -0.3
COc1ccc(/C=N/NC(=O)CNC(=O)c2ccc3c(c2)OCCO3)cc1OC | -10 | -5 | -15 | 0.8 | -3.2 | -2.8 | -12 | 0 | -0.5
CCS(=O)(=O)c1nc(S(=O)(=O)c2ccc(C)cc2)c(NCCCn2ccnc2)s1 | -4 | 1 | 3 | -0.8 | -0.6 | -1.8 | 15 | 1 | -0.5
CN(Cc1ccccc1)C(=O)CCC(=O)N(C)Cc1ccccc1 | -4 | 0 | -16 | 0.5 | -5.1 | -1.5 | -15 | 0 | -0.8
COc1ccc(Cl)cc1C(=O)NNC(=S)NC(=O)c1ccc(F)c(F)c1 | -10 | nt | -10 | 9.2 | -5.5 | -2.1 | -7 | 1 | 9.2
CC1(C)CC(=O)C2=C(C1)OC1=C(C(=O)CC(C)(C)C1)C2c1ccccc1 | 0 | -5 | -16 | -1.1 | -3.2 | -2.3 | 11 | -1 | -1.8
COC(=O)c1ccc2c(CCO)c[nH]c2c1 | 3 | -6 | -4 | 0.7 | -3.7 | -2.3 | -2 | -8 | 0.5

4 compounds drawn at random from those above, as already listed:
SMILES | GPR7 antagonist | GalR3 antag | FID counter | V1aR counter | IMP-1 inh | VIM-2 inh | PHOSPHO1 block | HCV NS3 hel inh | OXTR ag
COc1ccc(/C=N/NC(=O)CNC(=O)c2ccc3c(c2)OCCO3)cc1OC | -10 | -5 | -15 | 0.8 | -3.2 | -2.8 | -12 | 0 | -0.5
Cc1c(CN(C)C(=O)c2sc3cc(Cl)ccc3c2Cl)cnn1C | -2 | -6 | -35 | 9.2 | -2.2 | 0.9 | 41 | -10 | 16
COC(=O)c1ccc2c(CCO)c[nH]c2c1 | 3 | -6 | -4 | 0.7 | -3.7 | -2.3 | -2 | -8 | 0.5
CC1(C)CC(=O)C2=C(C1)OC1=C(C(=O)CC(C)(C)C1)C2c1ccccc1 | 0 | -5 | -16 | -1.1 | -3.2 | -2.3 | 11 | -1 | -1.8

Remaining list, next part.
SMILES | GPR7 antagonist | GalR3 antag | FID counter | V1aR counter | IMP-1 inh | VIM-2 inh | PHOSPHO1 block | HCV NS3 hel inh | OXTR ag
c1ccc(-c2nnc(-c3ccccn3)s2)nc1 | 7 | -2 | 3 | 1.7 | -0.7 | 1.3 | 20 | 11 | -0.3
CC(C)CN(C(=O)C(c1ccccc1)c1ccccc1)c1c(N)n(CC(C)C)c(=O)[nH]c1=O | -2 | -7 | -18 | -0.3 | -3.2 | -3.7 | 48 | 1 | -1.1
COc1ccccc1CN(C(=O)Cc1cccs1)C(C(=O)NC1CCCC1)c1ccncc1 (stereo unspecified) | 14 | -8 | -31 | -1.0 | -3.0 | -2.3 | 22 | 2 | -1.4
COc1ccc(/C=C/C(=O)Nc2ccc(C)cc2)cc1S(=O)(=O)N1CCOCC1 | -14 | -8 | -26 | 0.5 | -2.5 | -4.7 | 38 | -5 | -0.4
Cc1cccc(N2C(=O)C3C(c4ccccc4)OC4(C(=O)c5ccccc5C4=O)C3C2=O)c1 (stereo unspecified) | 4 | -5 | -12 | 0.3 | -0.5 | 0.8 | 23 | 11 | 0.4
CCOC(=O)N1CCN(C(=O)c2ccc3c(c2)N=C(CC)c2cc(C)ccc2S3)CC1 | -1 | -1 | -56 | 1.5 | -2.1 | -3.6 | 24 | -14 | -1.2
Cc1ccc(C)c(N(CC(=O)NCc2ccco2)C(=O)CNS(=O)(=O)c2ccc(F)cc2)c1 | -14 | -7 | -36 | 1.6 | -4.4 | -3.8 | 60 | 5 | -0.4
O=c1ccc(-c2nc3ccccc3n2Cc2ccc(Cl)cc2)c[nH]1 | 6 | -15 | -20 | 6.1 | -1.8 | 1.4 | 20 | -6 | 0.9
COc1cc(OC)c(C2=NOC(C(=O)Nc3ccc4c(c3)OCO4)C2)cc1Cl (stereo unspecified) | -5 | 1 | 0 | 1.4 | -2.2 | -2.8 | 25 | -7 | 2.0
COC(=O)C1[C@H]2SC(C)(C)C(C(=O)OC)N2C(=O)N1Cc1nc2ccccc2s1 (stereo partly specified) | -13 | -1 | -34 | 0.8 | -3.5 | -1.9 | -13 | -7 | -0.3
COc1ccccc1/C=C\C=N\NC(=O)c1ccco1 | 0 | -3 | 5 | 0.4 | -1.0 | -0.6 | 24 | 1 | -0.5
Cn1cc(C(=O)NS(=O)(=O)Nc2ccc(Br)cn2)c2ccccc21 | -6 | -6 | 0 | 0.1 | -3.6 | -2.7 | 45 | 16 | 0.6
CC(CC(=O)NCc1cccnc1)c1ccccc1 (stereo unspecified) | -3 | 3 | -1 | 0.2 | -2.3 | -3.2 | 9 | -1 | -0.1
COC(=O)C1(CCSC)NC(c2ccc(O)cc2)C2C(=O)N(c3ccc(F)cc3)C(=O)C21 (stereo unspecified) | 16 | -8 | -5 | 1.4 | -0.8 | -1.3 | 56 | 15 | 0.4
FC(F)Sc1ccc(NC(=S)NC2CCC(NC(=S)Nc3ccc(SC(F)F)cc3)CC2)cc1 (stereo unspecified) | -2 | 0 | 1 | 0.5 | 0.8 | -2.9 | 31 | 0 | -0.2
O=C(NC(=S)Nc1ccc(CN2CCOCC2)cc1)c1ccc([N+](=O)[O-])cc1 | -1 | -5 | 4 | 5.7 | -3.0 | -1.0 | -1 | -11 | 4.6
COC(=O)/C(C#N)=C1/C=Cc2ccccc2N1C | -4 | -1 | -2 | -0.1 | -7.5 | -1.6 | 15 | -4 | -0.9
COc1ccccc1CNC(=O)c1csc2c1CCCC2 | -6 | -6 | -15 | 0.0 | -0.1 | -0.4 | -10 | -2 | -2.2
O=C(NCCc1ccccc1)c1ccc(CS(=O)Cc2ccc(Cl)cc2)o1 (stereo unspecified) | -6 | -3 | -34 | -0.1 | -2.6 | 1.1 | 34 | 5 | -1.7
CC(=O)c1ccc(S(=O)(=O)N(C)CCCC(=O)N(C)Cc2ccccc2F)cc1 | -11 | -11 | -35 | 6.6 | -1.7 | -0.9 | 43 | -10 | 4.0
O=C(CSc1ccc(-c2ccco2)nn1)Nc1ccccc1F | -4 | 0 | -16 | 0.4 | -1.1 | -0.1 | 37 | 25 | -0.2
CCCCn1c(=NC(=O)c2ccco2)c(C(=O)OCC)cc2c(=O)n3ccccc3nc21 | -3 | -5 | -2 | -0.5 | -2.6 | 3.9 | 11 | 11 | -1.4
COC(=O)c1sccc1NC(=S)N1CCN(c2ccccc2)CC1 | -12 | -8 | -6 | 0.3 | -2.4 | -2.0 | -12 | -1 | -2.1
COc1ccc(OCC(=O)N2N=C(C)CC2(O)C(F)(F)F)cc1 (stereo unspecified) | -9 | -2 | -4 | 0.0 | -2.6 | -4.5 | 4 | -3 | -1.0
Cc1cccc(-n2ncc3c(NCCN4CCOCC4)ncnc32)c1 | -8 | 7 | -2 | 0.3 | -2.9 | -0.6 | 4 | -6 | 0.1

Continued.
SMILES | GPR7 antagonist | GalR3 antag | FID counter | V1aR counter | IMP-1 inh | VIM-2 inh | PHOSPHO1 block | HCV NS3 hel inh | OXTR ag
COc1cc(/C=N/NC(=O)Cc2nnc(NC(=O)c3ccccc3)s2)ccc1O | 7 | -12 | -18 | 0.0 | -2.8 | -1.9 | 10 | -9 | -0.5
CN(O)/C=c1/ccc2c(n1)C(=O)C=CC=2 | 7 | 0 | -5 | 0.5 | -1.4 | -1.8 | -17 | 1 | 0.0
O=C(CSc1nnc(NC(=O)c2c(F)cccc2F)s1)NC1CCCC1 | -6 | -8 | -11 | 1.1 | -0.7 | 6.5 | 20 | -7 | 0.9
S=C(Nc1ccccc1Cl)N(Cc1ccccc1)Cc1cccnc1 | -2 | -5 | -16 | -0.3 | -4.2 | -1.3 | 9 | 0 | 0.6
O=C(CSc1cc([N+](=O)[O-])cc(S(=O)(=O)Cc2ccccc2)c1)NC1CC1 | -5 | 0 | -10 | -0.3 | -2.0 | -2.9 | -3 | -5 | -0.2
C/C(=N/NS(=O)(=O)c1ccc(Br)cc1)c1ccc(C)o1 | 19 | -6 | -3 | 0.9 | -1.9 | 0.7 | 2 | 1 | -0.6
